Screening data deposited in PubChem by Sanford-Burnham Center for Chemical Genomics.
NLRP3 yeast inh – NALP3 inhibition in yeast | Yeast reconstituted NLRP3/ASC/caspase-1, beta-gal luminescence, 24 h | inhibition, % at 10 µM | actives 0.39% (n = 330,000);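 active = inhibition of 50% or more; inactive = inhibition below 50%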;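 also: plate controls were induced DMSO wells for no effect and uninduced yeast grown without galactose for full effect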
beta cell repl – induces beta-cell replication in MIN6 cells | MIN6 cells proliferation, ATPlite luminescence, 48 h; cells starved in 0.2% serum; 100% = growth in 10% serum | proliferation, % at 10 µM | actives 0.29% (n = 330,000) | AID 2380;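 active = compounds whose signal lies at least 3.5 SD above the mean of all wells on their plate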;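 also: 0% = DMSO-treated cells in low-serum medium and 100% = 10% serum control; some compounds called inactive have numbers as strong as hits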
mIAP act – increases mouse intestinal alkaline phosphatase activity; actives 0.24% (n = 330,000); muIAP, CDP-Star luminescence, 30 min; hits give high values; 1 = vehicle-only enzyme signal, 0 = enzyme-free wells; activation factor at 10 µM;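 active = activation factor of at least 2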; also: the source names both 10 and 20 µM as test concentration; values of inactives mirror those of a sister screen read the other way
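Assay system: mouse IAP enzyme; Reagent: CDP-Star chemiluminescent phosphatase substrate; Compound: DMSO-dissolved test compounds; Incubation: 30 min, room temperature; Technique: luminescence from enzymatic CDP-Star hydrolysis; Controls: DMSO-only wells and no-enzyme negative control.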
APOBEC3G inh – blocks human APOBEC3G single-stranded DNA deamination | recombinant A3G, ssDNA deamination FAM/TAMRA fluorescence | inhibition, % at 20 µM | actives 0.28% (n = 330,000) | AID 493012;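 active = inhibition of at least 40% at 20 µM, with no more than 30% in the related APOBEC3A deaminase screen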;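 also: plate controls were DMSO wells with A3G for no effect and wells lacking A3G enzyme for full effect; some compounds called inactive have numbers as strong as hits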
Target sequence (Q9HC16 whole entry, looked up): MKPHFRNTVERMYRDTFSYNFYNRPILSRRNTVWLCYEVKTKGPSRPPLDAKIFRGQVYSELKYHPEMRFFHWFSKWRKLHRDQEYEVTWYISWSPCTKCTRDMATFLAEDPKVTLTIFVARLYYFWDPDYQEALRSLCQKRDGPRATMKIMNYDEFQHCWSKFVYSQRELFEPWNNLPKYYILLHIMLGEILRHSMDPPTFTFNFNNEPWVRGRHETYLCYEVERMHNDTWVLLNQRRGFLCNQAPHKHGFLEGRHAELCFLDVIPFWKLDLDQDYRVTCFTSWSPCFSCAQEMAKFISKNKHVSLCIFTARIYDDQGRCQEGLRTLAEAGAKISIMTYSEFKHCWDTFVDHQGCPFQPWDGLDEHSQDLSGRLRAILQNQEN
mIAP block – blocks mouse intestinal alkaline phosphatase. purified mouse IAP, CDP-Star luminescence, 30 min. inhibition, % at 10 µM. actives 0.2% (n = 330,000);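 active = inhibition of at least 40% at 10 µM in the primary screen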;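 also: plate controls were DMSO with enzyme for no effect and no enzyme wells for full effect; values of inactives mirror those of a sister screen read the other way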
hIAP activ – human IAP activation; P09923; purified human IAP, CDP-Star luminescence, 30 min; hits give high values; 1 = vehicle-only enzyme, 0 = enzyme-free background; activation factor at 10 µM; actives 0.16% (n = 330,000);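 active = activation factor of the enzyme at least 2-fold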; also: the source names both 10 and 20 µM as test concentration; values of inactives mirror those of a sister screen read the other way
hIAP inh – human IAP inhibition; P09923; purified IAP, CDP-Star luminescence, 30 min; inhibition, % at 10 µM; actives 0.12% (n = 330,000); AID 2544;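 active = inhibition reaching a set limit with compound at 10 µM in the primary screen, cut at about 35% in these data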;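 also: plate controls were DMSO wells with enzyme for no effect and no-enzyme buffer wells for full effect; values of inactives mirror those of a sister screen read the other way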
SENP1 FRET inh – inhibitors of human SENP1 SUMO protease catalytic domain. Q9P0U3. recombinant SENP1 catalytic domain, CyPet-SUMO1-YPet FRET cleavage. inhibition, % at 10 µM. actives 0.21% (n = 360,000);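 active = inhibition at least 30% at 10 µM, raw YFP signal under a set limit, fluorescence ratio 0.5 to 1.5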;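 also: 0% = enzyme with DMSO and 100% = no enzyme wells; some results filed as inactive read as strong as hits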
Target sequence (Q9P0U3 419-644 limits assumed): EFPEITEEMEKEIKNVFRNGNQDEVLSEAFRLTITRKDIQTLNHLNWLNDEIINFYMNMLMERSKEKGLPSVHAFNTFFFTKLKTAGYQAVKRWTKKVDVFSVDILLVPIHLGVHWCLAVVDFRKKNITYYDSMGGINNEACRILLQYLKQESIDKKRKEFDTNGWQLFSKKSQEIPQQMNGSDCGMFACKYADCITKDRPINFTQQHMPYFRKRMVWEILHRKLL
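Test system: hSENP1 catalytic domain, recombinant; Amount: 20 pM final SENP1 enzyme; Medium: Tris pH 8 buffer plus EDTA, NaCl, BME, BSA, NP40, catalase; Schedule: 50 min enzyme reaction, room temperature, light-protected; Technique: FRET fluorescence in CFP and YFP emission channels; Controls: no-enzyme wells low, DMSO-plus-enzyme wells high control.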
APOBEC3A inh – blocks human APOBEC3A ssDNA deamination | P31941 | recombinant A3A, FAM/TAMRA ssDNA deamination fluorescence | inhibition, % at 20 µM | actives 0.41% (n = 330,000);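 active = at least 40% inhibition at 20 µM here, with at most 30% in a related deaminase screen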;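 also: plate controls were A3A with DMSO for no effect and wells lacking A3A enzyme for full effect; some results filed as inactive read as strong as hits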
Target sequence (P31941 whole entry, looked up): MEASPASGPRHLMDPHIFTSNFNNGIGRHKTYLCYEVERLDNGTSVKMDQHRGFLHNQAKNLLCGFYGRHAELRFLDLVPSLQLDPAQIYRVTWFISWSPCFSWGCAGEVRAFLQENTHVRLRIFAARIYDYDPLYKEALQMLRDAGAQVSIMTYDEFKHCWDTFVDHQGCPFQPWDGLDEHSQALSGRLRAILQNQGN
* marks the source's active call; other numbers are inactive results. This is a subset. The share of hits here may be higher or lower than overall.

Every second line gives: NLRP3 yeast inh	beta cell repl	mIAP act	APOBEC3G inh	mIAP block	hIAP activ	hIAP inh	SENP1 FRET inh	APOBEC3A inh
Cc1ccc(S(=O)(=O)NC(CC(C)C)C(=O)Oc2ccc3c4c(c(=O)oc3c2)CCC4)cc1 (stereo not given)
    21	0	0.94	-2	6	1.1	-5	-84	0
O=S(=O)(c1ccc(=S)[nH]c1)N1CCCCC1
    2	-5	1.2	-10	-16	0.98	2	-2	-8
CCc1ccc2c(c1)C1(SC(NC(C)=O)=NN1C(C)=O)C(=O)N2C(C)C (stereo not given)
    16	1	1	-6	-1	0.87	13	2	0
Cn1c(N)c(C(=O)COC(=O)C2(c3ccc(Cl)cc3)CCCC2)c(=O)n(C)c1=O
    -1	-3	0.9	-6	10	0.82	18	3	1
O=[N+]([O-])c1cccc(-c2ccc3nnc(SCc4ccccn4)n3n2)c1
    -9	-2	1.1	-9	-6	0.92	8	3	-2
O=C1/C(=C/c2ccco2)SC(=S)N1CCC(=O)N1CCCCC1CCO (stereo not given)
    25	-1	0.53	13	47*	0.78	22	-2	35
Cc1nc(NNC(=O)c2ccc([N+](=O)[O-])cc2)cc(-c2ccccc2)n1
    25	0	0.85	-8	15	1.1	-6	4	2
CCCCOc1ccc(CSc2nnc(C)n2N)cc1[N+](=O)[O-]
    6	-3	0.87	-2	13	0.89	11	1	1
COc1ccc(OC)c(Nc2nc3nonc3nc2N2CCCC(C)C2)c1 (stereo not given)
    -17	-2	0.89	-2	11	1	-4	61	-3
CC1CCCCC1NC(=O)CN1C(=O)NC(C)(c2cc(F)ccc2F)C1=O (stereo not given)
    11	5	1.1	1	-5	0.79	22	-1	1
CCN(CC(=O)Nc1ccc(NC(C)=O)cc1)C(=O)c1ccc2c(c1)S(=O)(=O)N=C1CCCCCN12
    12	-2	0.97	-7	3	1.1	-8	1	31
c1ccc(-c2nc3c4ccccc4ccn3c2CN2CCCCC2)cc1
    0	-4	0.99	-6	1	0.93	7	1	-4
COc1ccc(NC(=O)C2CC(=O)n3ncnc3N2)cc1 (stereo not given)
    -5	-1	0.98	-10	2	0.93	7	1	0
CC(c1ccco1)N(C(=O)COc1ccccc1[N+](=O)[O-])c1ccccn1 (stereo not given)
    22	0	0.94	-4	6	1	-3	1	-2
COCCN1Cc2cccc(C(=O)Nc3cccc(C)c3C)c2C1=O
    3	-3	0.68	3	32	1.1	-12	-1	4
CCOC(=O)c1[nH]c2ccc(OC)cc2c1NS(=O)(=O)c1ccc(Cl)s1
    7	5.3*	0.94	-9	6	1.2	-23	3	-6
O=C(NN1CCOCC1)C12CC3CC(CC(C3)C1)C2
    10	0	0.97	-4	3	0.85	15	2	1
COc1ccc2cc(C(N)=O)/c(=N\NC(=O)c3ccccc3)oc2c1
    22	-2	0.93	-7	7	0.88	12	-102	-2
O=C(Nc1nnc(Cc2ccc(Cl)cc2)s1)c1cccnc1
    -3	1	1	-5	0	0.96	4	-19	-3
O=C(c1ccc(S(=O)(=O)N2CCCCCC2)cc1)N1CCN(c2ccccn2)CC1
    -4	-1	0.89	-2	11	0.95	5	1	-1
CCc1cc(=O)oc2c(C)c(OC(C)C(=O)NCCCn3ccnc3)ccc12 (stereo not given)
    -10	1	0.97	-4	3	0.73	27	0	-2
CN1C(=O)C2(Oc3ccccc3C3CC(c4ccccc4)=NN32)c2ccccc21 (stereo not given)
    18	-5	1.1	-4	-10	0.87	13	-8	-5
O=C(NCC(=O)N1CC(O)CC1C(=O)N1CCCC1C(=O)OCc1ccccc1)OCc1ccccc1 (stereo not given)
    2	-2	1.2	-10	-16	0.95	5	-1	-5
CC(C)NC(=O)C1CCN(C(=O)c2cc3sccc3n2Cc2ccc(F)cc2)CC1
    11	-2	1.1	2	-11	1.2	-17	-2	-3
O=C(CCNC(=O)c1ccccc1Cl)Nc1nnc(C2CC2)s1
    7	0	1.1	-6	-8	1.1	-5	0	-2
Cc1ccc(OCC(=O)NCCNC(=O)c2cnccn2)cc1
    -4	0	0.99	-8	1	0.99	1	1	-3
COc1ccccc1S(=O)(=O)Cc1ccc(C(=O)NCCCN2CCN(c3ccc(F)cc3)CC2)o1
    -3	-3	0.95	-4	5	1.1	-15	2	-5
O=C(NCc1ccc(F)cc1)C1CCCN(S(=O)(=O)c2ccc(Br)s2)C1 (stereo not given)
    3	0	1.1	-8	-6	0.92	8	2	1
CC(C)(C)c1nnc2sc(SCC(=O)c3ccccc3)nn2c1=O
    -12	-2	0.92	-5	8	1.1	-6	1	-4
CCN(Cc1ccccc1)C(=O)C(=O)c1cn(CC(=O)N2CCCC2)c2ccccc12
    -8	-2	0.97	-3	3	0.85	15	-3	-6

A second format for some results above:
| Structure | NLRP3 yeast inh | beta cell repl | mIAP act | APOBEC3G inh | mIAP block | hIAP activ | hIAP inh | SENP1 FRET inh | APOBEC3A inh |
| --- | --- | --- | --- | --- | --- | --- | --- | --- | --- |
| Cn1c(N)c(C(=O)COC(=O)C2(c3ccc(Cl)cc3)CCCC2)c(=O)n(C)c1=O | -1 | -3 | 0.9 | -6 | 10 | 0.82 | 18 | 3 | 1 |
| O=[N+]([O-])c1cccc(-c2ccc3nnc(SCc4ccccn4)n3n2)c1 | -9 | -2 | 1.1 | -9 | -6 | 0.92 | 8 | 3 | -2 |

Some entries already given, reduced to APOBEC3A inh and mIAP block:
| Molecule | APOBEC3A inh | mIAP block |
| --- | --- | --- |
| CCc1cc(=O)oc2c(C)c(OC(C)C(=O)NCCCn3ccnc3)ccc12 (stereo not given) | -2 | 3 |
| O=C(NCC(=O)N1CC(O)CC1C(=O)N1CCCC1C(=O)OCc1ccccc1)OCc1ccccc1 (stereo not given) | -5 | -16 |

The results go on.
Every second line gives: NLRP3 yeast inh	beta cell repl	mIAP act	APOBEC3G inh	mIAP block	hIAP activ	hIAP inh	SENP1 FRET inh	APOBEC3A inh
CCn1nnnc1SCC(=O)c1cc(OC)ccc1OC
    20	-3	0.96	-8	4	0.92	8	3	-3
C[C@H](NC(=O)c1ccc2ccccc2c1)C(=O)N1CCC2(CC1)NCCc1[nH]cnc12
    5	-3	0.87	-6	13	1.1	-12	0	-1
COc1cccc(CNC(=O)C2CCC(=O)N(C3CC3)C2)c1OC (stereo not given)
    5	-1	0.9	1	10	0.83	17	0	-3
Cc1ccc(S(=O)(=O)Nc2ccc3c(c2)ncn3C(C)(C)C)cc1
    3	-2	0.94	-5	6	0.9	10	1	-1
Cc1ccc(NC(=O)CN(C)S(=O)(=O)c2ccc3c(c2)c(=O)n(C)c(=O)n3C)cc1
    13	-3	0.97	-4	3	1.2	-19	0	-3
Cc1nc(-c2ccc(F)cc2)c(CC(=O)Nc2cc(S(=O)(=O)N3CCCCC3)ccc2C)s1
    10	0	1.6	-6	-60	1.1	-13	-8	1
CC1=C(C(=O)OCc2ccccc2)C(c2cccc([N+](=O)[O-])c2)NC(=O)N1C (stereo not given)
    23	0	0.88	-6	12	1	0	1	-4
CC1=CC(=O)C=CC1(C)C(Cl)(Cl)Cl (stereo not given)
    10	-3	1	-7	-4	0.98	2	3	-6
O=C(CN1CCN(S(=O)(=O)c2ccccc2)CC1)NC(=O)NCc1ccco1
    -5	-1	0.97	-5	3	1	-5	4	2
Cc1cccc(OCC(=O)N(Cc2ccc(N(C)C)cc2)C2CCS(=O)(=O)C2)c1 (stereo not given)
    5	-1	1.1	-2	-12	1.2	-17	1	-9
COC(=O)c1cc(Br)c(=O)n(-c2ccc(F)cc2)c1
    -16	-1	0.98	0	2	0.97	2	1	3
O=C(NC1CCCCC1)C(c1ccc(F)cc1)N(Cc1ccc2c(c1)OCO2)C(=O)c1cnsn1 (stereo not given)
    21	-3	0.97	-9	3	1	-1	4	-2
O=C(c1cccnc1)N1N=C(C2CCCCC2)CC1(O)C(F)(F)F (stereo not given)
    -5	1	1	-2	-1	1	-4	3	-1
CCOc1nc2ccccc2nc1C
    1	-1	0.98	-7	2	0.77	23	-3	-5
c1ccc(-c2ccccn2)nc1
    -8	-4	1.1	-2	-8	0.92	8	3	-1
Cc1c(C)n(C)c2ccc(C(=O)NCCN3CCOCC3)cc12
    13	2	1	1	-1	1.5	-53	-4	-5
COc1ccc(-c2cc(=O)oc3cc(OCC(=O)N(C)C)ccc23)cc1
    4	-2	1	1	0	0.92	8	-41	7
Cc1ccc(S(=O)(=O)N2CCN(S(=O)(=O)N3CCCCC3)CC2)cc1C
    -1	-1	0.96	-3	4	1	0	2	-2
CC(C)(C)c1cc(CCC(=O)NCc2ccncc2)cc(C(C)(C)C)c1O
    8	1	0.98	-3	2	0.82	18	3	-2
CC1=C(C(=O)Nc2cc(C)ccc2C)C(c2cccs2)NC(=S)N1 (stereo not given)
    2	2	0.99	-7	1	0.89	11	2	-4
Cc1ccc(S(=O)(=O)N2CCC(=O)N(C(COCc3cccc(Cl)c3)C(C)C)CC2)cc1 (stereo not given)
    12	-6	0.98	-7	2	0.99	1	3	-1
Cc1ccc(S(=O)(=O)N2CCOCC2)cc1NC(=O)CNC(C)c1ccccc1 (stereo not given)
    4	-3	1.1	-8	-10	1.1	-7	2	-2
COc1cc(/C=N/NC(=O)c2cc(-c3cccc(OC(C)C)c3)nc3ccccc23)ccc1O
    14	-3	0.87	3	13	0.97	3	-2	1
CCOC(=O)C(C(=O)OCC)C(Nc1cccc(Br)c1)c1ccccc1 (stereo not given)
    44	-1	1	-8	-2	0.86	14	2	-4
O=C(N/N=C/C(Cl)=C\c1ccccc1)c1ccco1
    59*	-3	0.99	-6	1	0.99	0	1	1
CCOc1ccc(NC(=O)CN(C)C(=O)c2ccccc2OCc2c(C)noc2C)cc1OCC
    15	7	1.1	-11	-6	0.99	1	-1	-2

Entries of single compounds, looked up by structure. Screens in order: NLRP3 yeast inh | beta cell repl | mIAP act | APOBEC3G inh | mIAP block | hIAP activ | hIAP inh | SENP1 FRET inh | APOBEC3A inh
`COc1cc(/C=N/NC(=O)c2cc(-c3cccc(OC(C)C)c3)nc3ccccc23)ccc1O` is entered as 14 | -3 | 0.87 | 3 | 13 | 0.97 | 3 | -2 | 1
`CCOc1ccc(NC(=O)CN(C)C(=O)c2ccccc2OCc2c(C)noc2C)cc1OCC` is entered as 15 | 7 | 1.1 | -11 | -6 | 0.99 | 1 | -1 | -2
`Cc1ccc(S(=O)(=O)N2CCC(=O)N(C(COCc3cccc(Cl)c3)C(C)C)CC2)cc1` (stereo not given) is entered as 12 | -6 | 0.98 | -7 | 2 | 0.99 | 1 | 3 | -1
`O=C(N/N=C/C(Cl)=C\c1ccccc1)c1ccco1` is entered as 59* | -3 | 0.99 | -6 | 1 | 0.99 | 0 | 1 | 1
`Cc1ccc(S(=O)(=O)N2CCOCC2)cc1NC(=O)CNC(C)c1ccccc1` (stereo not given) is entered as 4 | -3 | 1.1 | -8 | -10 | 1.1 | -7 | 2 | -2
